NR2E3 ag-1: human photoreceptor-specific nuclear receptor agonism. CHO-S Gal4-NCOR/VP16-NR2E3 two-hybrid, luciferase. inhibition of corepressor binding, % at 3.98 µM. actives 0.35% (n = 360,000). AID 602229;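 active = inhibition above the mean of all tested compounds plus 3 SD, cut at about 70% in these data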;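 note: 0% = DMSO with NR2E3 transfected cells and 100% = cells lacking NR2E3 construct; higher means lower luciferase signal from less NR2E3 corepressor binding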
Target sequence (Q9Y5X4 whole entry, looked up, the tested form may be a part): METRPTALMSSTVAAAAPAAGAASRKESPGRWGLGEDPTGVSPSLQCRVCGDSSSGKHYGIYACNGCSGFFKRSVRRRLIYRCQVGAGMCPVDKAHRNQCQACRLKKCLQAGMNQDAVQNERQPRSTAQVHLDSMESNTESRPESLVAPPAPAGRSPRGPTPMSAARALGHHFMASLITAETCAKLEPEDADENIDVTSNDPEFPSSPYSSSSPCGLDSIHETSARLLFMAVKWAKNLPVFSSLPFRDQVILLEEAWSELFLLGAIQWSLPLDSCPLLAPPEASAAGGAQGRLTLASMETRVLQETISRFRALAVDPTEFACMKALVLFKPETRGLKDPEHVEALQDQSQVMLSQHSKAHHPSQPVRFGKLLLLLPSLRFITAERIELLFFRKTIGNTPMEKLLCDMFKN
hiPSC survival: hiPSC single-cell survival enhancement; ATPlite luminescence; 100% = ROCK inhibitor wells, 0% = DMSO; survival enhancement, % at 20 µM; actives 0.044% (n = 360,000); AID 602274; in the data active = survival enhancement above about 18%;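 note: cells exposed to compounds for 16 hours before the ATP read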
Peg3 promoter: reduces Peg3 promoter-driven luciferase expression in HeLa | HeLa PEG-Prom luciferase reporter, luminescence, overnight | inhibition, % at 20 µM | actives 1.7% (n = 360,000) | AID 588405;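 active = inhibition of at least 50% at 20 µM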
CF NFkB inh: inhibitors of cystic fibrosis induced NF-kB | AID 588850 | actives 0.86% (n = 360,000) | inhibition, % at 5 µM | KKLEB NF-kB-GFP reporter, PAF-induced, GFP fluorescence overnight;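 active = at least 50% inhibition at 5 µM, scaled per plate between neutral and stimulator controls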;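 note: PAF is a Pseudomonas aeruginosa culture filtrate used as stimulus; plate controls were PAF-stimulated DMSO wells for no effect and unstimulated DMSO wells for full effect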
HIF-2a inh: blocks HIF-2a reporter activity. 786-0 RCC cells HIF-2a reporter, luciferase luminescence, overnight. inhibition, % at 18.8 µM. actives 0.72% (n = 360,000);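 active = inhibition of the luminescence signal of 40% or more relative to plate controls, in a single-dose primary screen at 18.75 µM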
aDG glyco up: increases alpha dystroglycan glycosylation; Pro5-aDG cells, alpha-DG glycosylation AlphaScreen (IIH6); 0% Pro5, 100% B10-LARGE cell signal; activation, % at 10 µM; actives 0.22% (n = 360,000); AID 624168;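 active = activation of at least 8% versus controls, or a plate z-score of at least 8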;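 note: Pro5 are CHO cells carrying HIG-tagged alpha-DG that lacks glycosylation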
TRPM1 prom inh: reduces MITF-dependent TRPM1 promoter luciferase signal; inhibition, % at 12.5 µM; SK-MEL-5 TRPM1 promoter luciferase, 24 h; AID 488899; actives 0.83% (n = 330,000);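 active = mean inhibition across replicates of 60% or more, whatever share of single replicates reaches that level; inconclusive = some that reach 60%, reason not given; inactive = mean inhibition across replicates below 60%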; note: values of inactives mirror those of a sister screen read the other way
NR2E3 ag-2: agonists of human nuclear receptor NR2E3 | Q9Y5X4 | GST-NR2E3/biotin-RetCOR TR-FRET, 1536-well | inhibition of corepressor binding, % at 4.78 µM | actives 0.12% (n = 320,000) | AID 2300;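 active = percent inhibition above the cutoff of mean plus 3 SD of all tested compounds, set per screening campaign, cut at about 20% in these data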;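 note: 0% = DMSO wells and 100% = biotin wells as full block of FRET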
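Test system: GST-NR2E3 and biotin-RetCOR proteins | Quantity: 1.35 nM GST-tagged NR2E3 final | Medium: Tris pH 7.5 | Also added: 7 nM biotin-RetCOR | Dosing: Compound at 4.8 µM, single dose | Timing: 5 h at 4 °C | Detection: Time-resolved FRET | Read-out basis: Percent inhibition | Benchmarks: Biotin wells as high control, 0.6% DMSO wells as low control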
TWEAK Fn14 block: inhibitors of TWEAK-Fn14 interaction signaling; TWEAK-stimulated Fn14 reporter cells, luciferase luminescence, 8 h; inhibition, % at 10 µM; actives 2% (n = 360,000); AID 1159606; in the data active = inhibition above about 50%
KKLEB cytotox: CF airway cell cytotoxicity counter-screen; KKLEB CF airway cells viability, ATPlite luminescence, overnight; hits give low values; cells stimulated with P. aeruginosa culture filtrate; activity change (cytotoxicity), % at 5 µM; actives 0.36% (n = 360,000);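 active = corrected activity change at or below -50% at 5 µM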
Shn3 3UTR inh: reduces Shn3 3'UTR luciferase signal in osteoblasts. AID 588674. Clone20 osteoblast Shn3 3'UTR firefly luciferase, 24 h. actives 0.52% (n = 360,000). inhibition, % at 12.5 µM;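 active = mean inhibition of at least 75% with every replicate also reaching 75%; inconclusive = mean inhibition at least 75% but some replicate below; inactive = mean inhibition below 75%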;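 note: 0% = median of neutral control wells and 100% = pilot-screen positive control compound; some compounds past the cut are filed as inactive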
* marks the source's active call; other numbers are inactive results; ? = inconclusive; . = not tested or not shown; & = joins results of further samples.

SMILES | NR2E3 ag-1 | hiPSC survival | Peg3 promoter | CF NFkB inh | HIF-2a inh | aDG glyco up | TRPM1 prom inh | NR2E3 ag-2 | TWEAK Fn14 block | KKLEB cytotox | Shn3 3UTR inh
CCC(=O)Nc1c(C(=O)N2CCN(c3ccccn3)CC2)cnn1-c1ccc(Cl)cc1 | 3.6 | 0.2 | -9.5 | -12.7 | -1.8 | 0.1 | 2.9 | 4.7 | 0.2 | 4.9 | 15.7
CCN(CC)CCCN=C1N[C@@H](c2cccc(F)c2)C(C(=O)OC)=C(C)N1Cc1ccccc1 | 17.2 | -3.3 | 96.9* | 15.8 | 8.1 | 0.9 | 94.5* | . | -13.3 | -13.4 | -6.6
CC(CCc1ccccc1)NC(=O)c1ccc(Br)cc1 (centres undefined) | -23.6 | -0.7 | -39.8 | 3.8 | -68.4 | -0.1 | -7.8 | . | -1.4 | -1.9 | -3.2
COc1ccc(O)c(/C=N/NC(=O)CCC(=O)Nc2ccc(F)cc2)c1 | -16.6 | -0.7 | 17.8 | -13.2 | 21.8 | -0.1 | 9.2 | 2.3 | -24.1 | -4.0 | -17.6
CCC(C)n1c(=O)c2sccc2n2c(CCCC(=O)N3CCC(C(N)=O)CC3)nnc12 (centres undefined) | -0.9 | 0.9 | 2.3 | -17.2 | 12.5 | 0.0 | -3.7 | -0.2 | 6.6 | 11.4 | -4.7
CC(C)C1CC(CCN)(c2ccccc2)CCO1 (centres undefined) | -3.6 | -0.5 | 10.1 | 9.8 | 12.9 | 0.0 | 8.2 | 1.4 | -0.7 | -5.3 | 7.0
COCCNc1oc(/C=C/c2cccs2)nc1S(=O)(=O)c1ccccc1 | -1.3 | -2.6 | 10.7 | 3.3 | 2.3 | 0.5 | . | . | 7.1 | -1.6 | 8.9
O=C(C1CCCCC1)N1C[C@H](n2cc(-c3ccc(F)cc3)nn2)[C@@H](O)C[C@@H]1c1ccc(Cl)cc1 | -14.2 | -1.3 | 23.1 | 16.3 | -1.8 | 0.1 | . | . | 25.4 | -20.1 | 33.6
CC(C)CC1(C)NC(=O)N(CC(=O)NC(=O)Nc2ccc3c(c2)OCCO3)C1=O (centres undefined) | -5.4 | -1.0 | 0.0 | -12.8 | -11.5 | -0.1 | 9.8 | -0.9 | 34.7 | -24.6 | 36.0
CC(=O)c1cccc(NC(=O)COC(=O)c2ccc3c(c2)OCO3)c1 | -10.5 | -0.6 | -42.8 | 19.6 | -4.7 | -0.1 | -12.9 | 3.7 | 6.0 | 27.7 | -12.3
COc1cc(C(=O)NCC(c2cccs2)N2CCOCC2)ccc1OCc1ccccc1 (centres undefined) | 23.0 | -2.3 | 3.4 | 22.2 | 11.4 | -0.1 | . | . | 10.7 | -5.1 | -5.7
O=C(O)C1C2C=CC(O2)C1C(=O)NCc1ccccc1Br (centres undefined) | -8.2 | 5.1 | 15.0 | -4.3 | -4.6 | -0.3 | -7.6 | 0.3 | 5.2 | 3.0 | -3.8
CC1CCN(CCCNC(=O)c2ccc(N3CCCC3=O)cc2)CC1 | -16.9 | -0.6 | -10.6 | 1.9 | -1.4 | 0.0 | -20.6 | -5.7 | 7.8 | 3.1 | 13.9
CCCNC(=O)c1onc(CSc2nc3ccccc3[nH]2)c1C(=O)NCCC | -1.4 | 0.2 | 19.1 | -19.0 | 13.6 | 0.2 | 7.4 | 0.5 | 9.1 | -9.7 | 7.5
O=C(C[n+]1cccc2ccccc21)c1ccc([N+](=O)[O-])cc1 | -14.2 | -1.9 | -4.7 | -3.7 | -21.3 | 0.7 | ? | 2.3 | -2.4 | 7.3 | -0.2
O=C(CCNC(=O)c1ccc([N+](=O)[O-])cc1)NC1CCCc2ccccc21 (centres undefined) | 4.9 | -0.5 | 14.7 | 17.0 | 16.6 | 0.3 | 8.9 | . | -5.7 | -4.3 | 12.4
CC1(C)Cc2c(cnn2-c2ccc(F)cc2)C(NC(=O)C2CCC2)C1 (centres undefined) | -38.8 | 0.7 | 15.4 | 10.3 | -1.7 | 0.8 | 4.6 | 0.2 | 0.3 | 7.7 | 15.1
Cc1ccc(CNC(=O)CN(C(=O)C2(C)CC(=O)N=C3C=CC=CN32)c2cc(C)ccc2C)cc1 (centres undefined) | 2.1 | -0.8 | 5.7 | -3.8 | 0.4 | 0.0 | 1.8 | 2.1 | -9.1 | 3.9 | -8.5
Cc1ccc(C)c(NC(=O)CN(C)C(=O)C2CCCC2)c1 | 1.0 | 1.0 | 3.0 | -13.0 | -3.7 | -0.4 | -4.2 | 2.8 | 6.7 | 6.2 | 2.7
CCCc1nc2oc3cc(OC)ccc3c(=O)c2c(=O)n1CCc1ccccc1 | -8.0 | 0.8 | 0.2 | -5.6 | 2.1 | -0.1 | -3.0 | 6.3 | -1.6 | 4.6 | 7.7
O=C(CCS(=O)(=O)c1cccc2nonc12)NCc1ccc(Cl)cc1 | -7.9 | 1.4 | 2.6 | -16.2 | 14.6 | 0.0 | 6.6 | 1.2 | 0.0 | 19.3 | -11.5
N#Cc1cccc(C#N)c1NCC1CCCO1 (centres undefined) | 3.0 | -0.6 | -19.1 | 12.0 | 1.4 | -0.1 | -11.8 | -1.0 | 8.7 | 5.8 | 17.7
CC(=O)Nc1ccc(S(=O)(=O)NC2=NCN(c3ccc([N+](=O)[O-])cc3)CN2)cc1 | -19.6 | -0.2 | 6.2 | -7.7 | 4.3 | -0.4 | 8.2 | 1.4 | 16.4 | -9.3 | -6.1
COc1ccc(/C=C2\C(=O)ON=C2c2ccccc2)cc1OC | -2.3 | -0.5 | 37.7 | -10.6 | 22.4 | 0.3 | . | -1.3 | 1.1 | 1.6 | -49.1
Cc1ccnc(SCC(=O)Nc2cc(C)on2)n1 | 35.1 | -0.4 | 5.5 | -8.9 | 18.5 | -0.1 | 4.8 | 2.6 | 8.2 | 28.2 | 2.3
CCCCCCSc1ccc(-c2nc3ccc(Cl)cn3c2NCCCC)cc1OC | -31.1&-42.5 | -1.8&-2.5 | -35.5 | -5.8 | -98.3&-34.4 | 0.7&-0.2 | 4.7 | . | -30.7&-31.1 | 9.6 | 4.9
O=C(COC(=O)CCc1ccc(S(=O)(=O)N2CCOCC2)cc1)Nc1cccc(Cl)c1 | 1.0 | -0.3 | -3.1 | -1.7 | 19.2 | 2.0 | -6.7 | 3.3 | 1.4 | 3.3 | 10.6
Cc1nc2nc(C)c(C)nc2nc1C | 18.9 | 0.4 | -0.9 | -18.1 | 1.6 | -0.1 | . | . | -9.6 | 15.9 | -5.9
CCOC(=O)c1c(NC(=O)CSc2nnc(-c3cccnc3)n2Cc2ccco2)sc(C)c1C | -36.8 | 0.5 | 22.1 | -1.5 | 14.9 | 0.4 | 20.8 | -0.2 | 6.5 | 14.3 | 25.5
Cc1cc([N+](=O)[O-])cc2c1NC(c1ccccn1)C1CC=CC21 (centres undefined) | -26.1 | -0.2 | 17.8 | -10.3 | 4.9 | 0.3 | 17.9 | 3.2 | -19.6 | -1.6 | 8.4
COc1cccc(/C=N/NC(=O)CSc2nnc(C)n2-c2ccccc2)c1O | 0.2 | -3.6 | 33.1 | 6.2 | 1.5 | 0.0 | 4.9 | 4.2 | -16.9 | 2.4 | 48.8
O=[N+]([O-])c1ccccc1CN1CCN(Cc2ccccn2)CC1 | -23.7 | 0.0 | 0.3 | 7.4 | 6.2 | 0.4 | 6.7 | -0.4 | -43.3 | -1.6 | -16.9
N#Cc1ccc(OCC(=O)NC2CCCCCC2)cc1 | 5.2 | 1.3 | -6.2 | -0.1 | -9.6 | 0.2 | -3.8 | . | -12.4 | -0.1 | 53.6
COc1cc(/C=C/CNC[C@H]2O[C@@H](n3cnc4c(=O)[nH]c(N)nc43)[C@H](O)[C@@H]2O)ccc1O | 4.5 | -0.6 | 8.8 | 5.4 | 1.1 | -0.2 | . | . | 12.3 | -4.0 | 16.2
Cc1ccc(CNC(=O)CO/N=C/c2ccc3c(c2)OCO3)cc1 | -6.6 | -2.4 | 6.2 | 4.9 | 4.1 | -0.1 | -5.9 | 1.3 | 1.9 | 1.5 | -7.7
C=CCN1C(=O)c2ccc(C(=O)N3CCN(S(=O)(=O)c4ccc(C(C)C)cc4)CC3)cc2C1=O | 6.5 | -0.3 | 1.0 | 6.2 | 12.7 | 0.1 | 5.8 | 0.1 | -8.4 | -1.1 | 2.7
O=C(c1cc(COc2ccc(F)cc2F)on1)N1CCN(C2CCCC2)C(=O)C1 | 1.7 | 1.3 | -10.2 | 12.0 | -10.7 | 0.4 | 11.0 | -2.8 | -8.7 | 7.7 | 3.9
COc1ccc(-n2c(=O)c3ccccc3n(Cc3cccc(C)c3)c2=O)cc1OC | 4.7 | -0.5 | 9.4 | 9.3 | 20.8 | 0.3 | 4.0 | -2.0 | 15.2 | -14.4 | 6.5
O=C(Nc1cccnc1)c1c(F)cccc1F | 11.3 | 2.9 | -11.1 | -26.7 | 7.8 | 0.0 | -0.6 | 3.6 | 4.8 | 11.5 | -35.2
COc1ccc(C2CC(c3cccc(OC)c3)=NN2c2ccc(S(N)(=O)=O)cc2)cc1 (centres undefined) | -32.2 | 0.1 | -21.8 | 1.8 | -33.6 | 1.0 | . | . | -4.0 | -9.6 | 3.5
C/C(CC(=O)Nc1cccc(Cl)c1Cl)=N\NC(=O)C(=O)N1CCCC1 | 5.8 | -0.1 | 4.6 | 9.8 | 4.6 | 0.4 | 8.3 | 0.7 | -9.5 | -0.6 | 2.8
CCOC(=O)[C@]12CCCC=C1N(Cc1cccc3ccccc13)C(=O)[C@H](CC(=O)N1CCCC1)C2 | -8.7 | -0.5 | . | . | 12.8 | -0.3 | . | . | -4.7 | . | .
COc1ccc(C(NC(N)=O)c2ccccc2)cc1 (centres undefined) | -9.3 | -0.2 | -17.9 | -13.1 | 0.3 | 0.1 | -3.0 | 3.0 | 2.3 | -8.2 | -3.0
O=C(O)CC(NCc1ccco1)C(=O)OCC1CCCO1 (centres undefined) | -9.0 | 0.9 | 6.7 | 7.5 | 11.8 | 0.0 | -4.3 | 5.6 | -18.2 | -0.4 | 1.0
COC(=O)c1ccc(SCc2cnc(Cl)s2)cc1 | -31.3 | 0.5 | -94.2 | 3.6 | -75.2 | 0.4 | -20.9 | -0.8 | -4.2 | -22.8 | -22.9

From PubChem BioAssay
